Assay outcomes deposited in PubChem by several laboratories.
ARFGAP1 inh: inhibitors of rat ARFGAP1. Q62848. Arfgap1-stimulated ARF1 GTP hydrolysis, GDP FP detection. inhibition, % at 16.5 µM. 360,000 tested, 0.26% active;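 active means inhibition above a per-plate limit, mean inhibition of low control wells plus 3 SD, cut at about 25% in these data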;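 further: 0% = DMSO wells with enzyme and 100% = wells lacking Arfgap1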
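Assay system: Rat Arfgap1 GAP domain (His6, aa 1-136), purified enzyme | Buffer or medium: HEPES 25 mM pH 7.5, NaCl 150 mM, MgCl2, DTT | Schedule: GTP hydrolysis reaction 2 h at 25 °C | Signal: FP of antibody-bound GDP Alexa 633 tracer, ex 620/em 688 nm | Measure: Percent inhibition of Arfgap1-stimulated GTP hydrolysis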
HGIII-sPLA2 inh: Blocks human group III sPLA2 activity | Q9NZ20 | QFRET BODIPY PC-A2 liposome hydrolysis, fluorescence | inhibition, % at 12.2 µM | 370,000 tested, 0.56% active;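 active means inhibition above mean plus 3 SD of compounds lying within the high and low control bounds, cut at about 19% in these data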;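 further: 0% = median of test compound wells and 100% = no enzyme DMSO wells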
PLC-gamma1 inh: PLC-gamma1 (human) inhibition, primary screen; P19174; purified PLC-gamma1, fluorogenic substrate, fluorescence; inhibition, % at 12.2 µM; 370,000 tested, 0.84% active; in the data active means inhibition above about 9.5%
Target sequence (P19174 whole entry, looked up): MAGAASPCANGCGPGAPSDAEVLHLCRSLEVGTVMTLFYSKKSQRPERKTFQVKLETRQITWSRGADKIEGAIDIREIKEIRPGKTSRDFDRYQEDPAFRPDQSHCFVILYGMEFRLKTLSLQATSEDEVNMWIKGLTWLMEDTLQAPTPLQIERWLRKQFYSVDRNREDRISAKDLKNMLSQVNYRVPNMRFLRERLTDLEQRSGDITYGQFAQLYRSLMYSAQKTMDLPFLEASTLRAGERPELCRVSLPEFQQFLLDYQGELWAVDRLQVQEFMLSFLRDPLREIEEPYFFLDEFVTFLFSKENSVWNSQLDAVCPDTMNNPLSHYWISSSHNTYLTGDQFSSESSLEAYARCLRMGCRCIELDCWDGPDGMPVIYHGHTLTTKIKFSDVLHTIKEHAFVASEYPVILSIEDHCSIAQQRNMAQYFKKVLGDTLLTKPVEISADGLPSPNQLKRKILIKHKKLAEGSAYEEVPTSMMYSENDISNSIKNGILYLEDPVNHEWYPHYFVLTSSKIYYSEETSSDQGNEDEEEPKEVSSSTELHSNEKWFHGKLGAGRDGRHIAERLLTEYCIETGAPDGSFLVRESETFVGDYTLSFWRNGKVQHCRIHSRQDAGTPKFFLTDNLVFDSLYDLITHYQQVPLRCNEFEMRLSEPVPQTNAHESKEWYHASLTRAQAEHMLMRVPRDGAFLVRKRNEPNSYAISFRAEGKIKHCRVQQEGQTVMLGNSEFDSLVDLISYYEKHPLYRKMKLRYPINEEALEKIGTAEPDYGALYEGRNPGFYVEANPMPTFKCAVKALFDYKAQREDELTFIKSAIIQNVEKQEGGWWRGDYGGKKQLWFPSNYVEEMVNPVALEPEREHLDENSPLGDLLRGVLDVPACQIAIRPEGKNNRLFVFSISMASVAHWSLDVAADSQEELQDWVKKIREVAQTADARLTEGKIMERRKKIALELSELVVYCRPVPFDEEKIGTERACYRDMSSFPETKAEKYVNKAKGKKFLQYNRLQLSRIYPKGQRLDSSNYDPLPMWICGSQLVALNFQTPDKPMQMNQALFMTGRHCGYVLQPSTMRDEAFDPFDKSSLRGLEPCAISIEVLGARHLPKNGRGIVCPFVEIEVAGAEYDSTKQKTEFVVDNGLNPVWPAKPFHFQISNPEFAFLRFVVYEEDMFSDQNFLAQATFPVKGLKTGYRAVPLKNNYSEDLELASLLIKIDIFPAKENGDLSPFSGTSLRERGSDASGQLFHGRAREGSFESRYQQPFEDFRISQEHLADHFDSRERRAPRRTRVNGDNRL
NR1D1 modulator: Rev-erb alpha (human) modulation; AID 1259318; Rev-erbα–FITC-DNA binding, fluorescence polarization, 90 min; activity, % at 10 µM; 370,000 tested, 0.79% active;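 active means activity above about 14%, limit read from the data; passing the limit was not always enough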;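 further: 0% = DMSO wells with 35 nM protein and 100% = DMSO wells with 750 nM protein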
ASAP1 GAP inh: ASAP1 ArfGAP inhibition. Q9ULH1. 360,000 tested, 0.19% active. inhibition, % at 16.5 µM. ASAP1-stimulated ARF1 GTP hydrolysis, GDP FP detection. AID 624377; in the data active means inhibition above about 25%;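 further: 0% = vehicle with enzyme and substrate and 100% = no enzyme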
KLK7 zymogen act: activators of human kallikrein-7 zymogen; purified proKLK7, EDANS-DABCYL substrate fluorescence; 100% is mature enzyme control, 0% vehicle; 370,000 tested, 0.9% active; activation, % at 7 µM; P49862;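 active means activation above the mean of all tested compounds plus 3 SD, computed per campaign excluding outliers beyond control limits, cut at about 13% in these data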
PLCb3 inh: blocks human PLC-beta3 enzyme activity | Q01970 | Purified PLC-beta3, fluorogenic substrate, fluorescence | inhibition, % at 12.2 µM | 370,000 tested, 0.18% active | AID 720704; in the data active means inhibition above about 11%;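 further: 0% = median of compound wells on plate and 100% = full blocker control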
Tn7 DDE FP: disrupts Tn7 cyclic peptide binding to fibrin D-Dimer-E complex; P02675; FP displacement of FITC-Tn7 peptide from fibrin DD(E); 0% = median of compound wells per plate; inhibition, % at 8.3 µM; 370,000 tested, 0.13% active; AID 720508;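 active means inhibition above the mean of compounds falling within the control limits plus 3 SD of them, cut at about 14% in these data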;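 further: 0% = plate median of compound wells and 100% = 10 µM Aha-Tn7 peptide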
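assay system = human clot-derived fibrin DD(E) complex | quantity = Fibrin-DD(E) at 2 µM final | timing = 10 min preincubation, 3 h with tracer, room temperature | signal = fluorescence polarization | measure = percent inhibition | benchmarks = high control wells with 10 µM unlabelled Aha-Tn7 peptide (full inhibition) | replicates = singlicate testing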
DDE Tn6 FP inh: DD(E)-Tn6 binding inhibition, primary FP screen; Fibrin DD(E) TRITC-Tn6 fluorescence polarization displacement; inhibition, % at 8.3 µM; 370,000 tested, 0.21% active; AID 720509;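 active means inhibition above a per-campaign cutoff: mean of compounds within control limits plus 3 SD, cut at about 15% in these data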;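 further: 0% = median of all compound wells on the plate and 100% = blocking peptide control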
UHRF1 binding: blocks human UHRF1 binding to methylated DNA; 370,000 tested, 0.75% active; Q96T88; inhibition, % at 4.4 µM; UHRF1 binding to methylated oligo, TR-FRET; in the data active means inhibition above about 21%;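 further: UHRF1 SRA domain binding a hemimethylated CpG hairpin DNA probe; 0% = median of test compound wells and 100% = reference inhibitor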
* hit, by the source's call; nt = not tested or not shown; & = joins results of further samples.

item	SMILES	UHRF1 binding	PLCb3 inh	DDE Tn6 FP inh	KLK7 zymogen act	ASAP1 GAP inh	NR1D1 modulator	Tn7 DDE FP	PLC-gamma1 inh	HGIII-sPLA2 inh	ARFGAP1 inh
1	Cc1ccc(CC(=O)N2CCN(C(=O)c3ccco3)CC2)cc1	0.6	2.5	6.0	0.1	-4.1	-1.8	0.0	-0.2	0.4	0.4
2	COc1cc(NC(=O)c2cc3nc(C)cc(C)n3n2)c(OC)cc1Cl	-0.2	-25.0	10.2	-7.9	5.6	-1.3	3.5	-19.6	-7.0	-1.0
3	CCOC(=O)C1C(c2cccc(Cl)c2Cl)NC(=O)NC1(O)C(F)(F)F (stereo not drawn)	-0.8	5.0	-6.4	-0.1	3.8	-3.0	-3.5	0.2	-4.8	-2.0
4	CCOc1ncccc1C(=O)NCCc1ccc(S(N)(=O)=O)cc1	0.5	-7.3	6.2	-0.5	-10.7	10.3	9.2	0.8	15.0	5.6
5	COCc1c(Br)c(C)[nH]c(=O)c1C#N	4.3	-46.8	-9.1	-0.6	-0.6	0.3	-4.6	-29.2	9.0	-0.6
6	O=c1cc(CSc2nnnn2-c2ccc(O)cc2)nc2sccn12	1.1	-4.5	-0.2	-0.3	7.7	1.2	6.6	-2.3	5.9	-4.9
7	O=C(O)c1ncn(Cc2ccc(Br)cc2)c1C(=O)O	0.3	1.1	-5.0	0.3	8.5	-1.8	4.5	1.6	-2.0	1.1
8	Cc1ccc(-c2nn3c(C)nnc3s2)cc1NC(=O)c1ccc(-c2cccc(Cl)c2)o1	6.4&-0.4	-10.6&-1.4	1.5&-1.6	9.8	-6.6	-8.0&-23.9	-9.5&1.2	-7.2&-0.6	-0.1&-0.5	14.1
9	N#CC1(NC(=O)COC(=O)Cn2[nH]c(=O)c3ccccc3c2=O)CCCCC1	-0.2	-7.5	2.1	0.3	-6.6	8.5	5.3	-0.5	8.0	8.8
10	CCN(CC)S(=O)(=O)c1ccc(Cl)c(C(=O)NC2CCN(Cc3ccccc3)CC2)c1	-0.6	-4.0	-1.8	1.4	0.9	-2.3	-8.6	0.6	-5.0	4.0
11	COc1ccc(CCC(=O)NNC(=O)c2ccccn2)cc1OC	0.0	-1.1	7.7	0.8	-9.3	-0.4	1.3	1.0	7.5	-1.9
12	Fc1ccc(CNc2ncccn2)cc1	1.8	-4.6	-10.4	0.3	-9.9	-4.4	2.6	-1.5	3.3	4.0
13	O=C(Nc1ccccn1)c1onc2c1CCCC2	-2.5	1.1	1.5	0.8	-6.6	2.4	-4.4	2.7	3.2	1.6
14	O=C(COC(=O)c1cc([N+](=O)[O-])ccc1N1CCOCC1)NCc1ccccc1	-1.8	3.1	3.1	0.3	-13.3	1.9	-4.0	5.0	0.7	-9.6
15	COc1ccc(N2CC(C(=O)OCC(=O)c3ccccc3)CC2=O)cc1 (stereo not drawn)	2.3	-0.5	4.7	-0.3	-2.4	-4.3	-1.2	-2.2	-3.9	-3.5

Overlap with the part before: three entries; new compounds follow.
item	SMILES	UHRF1 binding	PLCb3 inh	DDE Tn6 FP inh	KLK7 zymogen act	ASAP1 GAP inh	NR1D1 modulator	Tn7 DDE FP	PLC-gamma1 inh	HGIII-sPLA2 inh	ARFGAP1 inh
13	O=C(Nc1ccccn1)c1onc2c1CCCC2	-2.5	1.1	1.5	0.8	-6.6	2.4	-4.4	2.7	3.2	1.6
14	O=C(COC(=O)c1cc([N+](=O)[O-])ccc1N1CCOCC1)NCc1ccccc1	-1.8	3.1	3.1	0.3	-13.3	1.9	-4.0	5.0	0.7	-9.6
15	COc1ccc(N2CC(C(=O)OCC(=O)c3ccccc3)CC2=O)cc1 (stereo not drawn)	2.3	-0.5	4.7	-0.3	-2.4	-4.3	-1.2	-2.2	-3.9	-3.5
16	O=C(O)CNC(=O)c1nc(-c2ccccc2)n(-c2ccccc2)n1	1.6	3.2	0.2	-0.3	0.6	2.7	-3.2	1.4	-0.5	6.4
17	COc1ccc(N2C(=NC(C)=O)SC3CS(=O)(=O)CC32)cc1OC (stereo not drawn)	8.0	4.0	-6.7	-1.2	2.6	0.2	1.9	-4.9	11.0	-6.8
18	CCOc1ccc(N2C(=O)CC(N)C2=O)cc1 (stereo not drawn)	4.4	-0.2	-2.9	-0.2	4.4	-0.6	-10.5	5.7	9.3	12.9
19	CCCCc1nc2ccc(F)cc2cc1C	-1.5	-1.7	-2.5	0.2	-4.4	10.3	6.4	-1.1	2.8	-3.0
20	Cc1ccc(-c2csc(N3CCN(CCCn4c(-c5ccncc5)nc5ccccc54)CC3)n2)cc1	-2.7	-12.1	-1.7	0.2	-6.3	1.3	7.8	3.4	-11.9	-4.1
21	Cc1ccc(Nc2nc(OC(C(F)(F)F)C(F)(F)F)nc(N3CCOCC3)n2)cc1	3.1	3.4	6.4	-0.2	-3.9	0.3	-1.6	1.6	11.9	7.3
22	CS(=O)(=O)N(CC(=O)Nc1ccccc1C(=O)NCc1ccco1)c1ccccc1F	0.6	-0.5	12.3	-0.1	-8.5	-0.2	8.4	0.1	-0.1	0.6
23	CC1CCCN(S(=O)(=O)c2ccc3[nH]c4c(c3c2)CCCC4)C1 (stereo not drawn)	-3.2	-6.3	-5.6	4.4	7.1	6.1	4.5	-6.7	-59.5	-2.0
24	O=C(Cc1ccc(Cl)cc1)NCC(=O)N1CCCCCC1	0.0	-5.1	-2.7	0.2	9.4	-5.9	-5.2	-0.6	5.9	-1.7
25	COc1ccc(Cl)cc1NC(=O)CC1CCCC1	0.6	-7.3	-8.6	0.5	18.8	-6.2	2.7	1.9	2.0	-8.6
26	COc1ccccc1N1CCN(C2CC(=O)N(c3ccccc3)C2=O)CC1 (stereo not drawn)	-0.1	-4.6	5.1	-0.8	4.7	-4.3	4.9	-1.2	0.0	-2.5
27	COc1ccc(OCC(=O)OCCN(C)C)cc1	-0.4	3.4	8.2	-0.5	-8.4	-0.1	-6.7	5.4	3.9	1.2
28	CC(=O)c1ccc(S(=O)(=O)NCc2cccnc2)cc1	2.4	-5.6	-13.1	-0.1	7.4	-0.4	-4.6	8.0	11.2	12.5
29	Cc1ccc(S(=O)(=O)N2C[C@@H]3[C@H]4CC[C@H](C4)[C@@H]3[C@@H](C)[C@@H]2c2cccn2Cc2ccccc2)cc1	1.7	2.1	2.2	0.6	-8.2	1.8	4.6	1.6	-0.6	4.6
30	C[C@@H]1CN([C@@H](C)CO)C(=O)CCCn2nncc2CO[C@H]1CN(C)S(=O)(=O)c1ccc(F)cc1	-1.6	3.0	-7.0	0.8	8.2	-2.1	-0.9	0.3	4.1	-7.6
31	Cc1cc(=O)oc(C)c1C(=O)n1nc(C)c2c1C[C@@H]1[C@H]2C1(C)C	-3.4	-2.1	-2.1	-0.3	-7.6	-4.5	-2.3	-1.6	-5.1	3.7
32	CCN(CC)C(=O)c1cccc(-c2ccc(OC)cc2)c1	-0.2	1.4	9.6	-1.0	-4.8	3.1	2.8	-1.9	-4.8	-2.5
33	O=C(NC1CC1)C1=C[C@H](c2c[nH]c3ccccc23)C[C@H](OCCCCO)O1	-6.1	-29.5	-0.2	-0.3	2.7	-2.3	-5.4	-19.0	-0.4	10.4
34	COc1ccc(CCNC2CC(=O)N(CCc3ccccc3)C2=O)cc1 (stereo not drawn)	3.9	-1.5	1.4	0.2	3.7	1.4	6.0	-0.5	0.2	-2.2
35	Cc1ccc(S(=O)(=O)N[C@@H](CC(C)C)C(=O)N2CCC(C(=O)N[C@H](C(=O)O)C(C)C)CC2)cc1	1.5	3.0	-1.1	0.1	-6.4	-4.0	-4.9	3.3	-0.4	11.0
36	CC(C)[C@@H](CO)N(Cc1cn(Cc2ccccc2)nn1)S(=O)(=O)c1ccccc1Br	0.5	1.4	-1.4	0.4	nt	0.8	-6.5	0.1	-4.1	nt
37	CCN(CC)CCN(C(=O)c1ccc(CN2CCCCC2)o1)C(C(=O)NC1CCCCC1)c1ccc(F)cc1 (stereo not drawn)	2.9	1.3	7.2	0.4	1.6	0.1	-1.3	0.1	2.1	12.6
38	Cc1noc(C)c1-c1ccc(C(=O)NCCN2CCOCC2)c2occc12	0.7	-3.6	1.3	0.2	-14.2	0.8	-7.1	-4.9	-1.7	-3.1
39	COc1ccc(C(C(=O)NC2CCCC2)n2c(C3CCN(C(C)=O)CC3)nc3ccccc32)cc1 (stereo not drawn)	-0.3	1.9	3.3	-0.4	-13.2	1.5	-1.5	3.8	-4.7	4.2
40	O=C(Nc1ccccc1Cl)N1CCN(Cc2ccc3c(c2)OCO3)CC1	-2.3	0.4	-0.6	0.1	3.3	2.4	-3.2	0.0	-1.6	8.2
41	Cc1ccc(S(=O)(=O)N(C)CC(=O)NCCCc2ccccc2)cc1	6.5	-9.9	-11.1	0.1	-3.5	0.7	-1.1	-0.8	9.0	9.7
42	COc1ccc(/C=N/n2c(COc3ccccc3)n[nH]c2=S)cc1OC	-2.7	-6.7	1.7	-0.6	9.1	2.3	4.7	-0.5	15.0	9.5
43	O=C(Nc1ccc(OC(F)F)cc1)c1cc(S(=O)(=O)N2CCCCC2)ccc1N1CCOCC1	0.0	-5.3	0.2	0.6	11.9	0.4	-2.4	-0.9	-8.8	-0.4
44	COc1ccc(CCNC(=O)Cc2ccc([N+](=O)[O-])cc2)cc1OC	-0.3	-4.4	-3.2	-0.2	-15.3	-0.4	3.9	2.2	-1.7	-14.2
45	COc1cccc2c1cc1c(=O)n(CC(=O)N3CCN(c4cccc(C)c4C)CC3)nc(C)n12	-1.6	-4.4	0.2	0.7	7.6	6.8	-3.6	-2.0	2.2	-4.8
46	O=C(Nc1ccc2ncccc2c1)c1cc(Cl)ccc1Cl	-0.3	-0.5	-9.1	-0.4	-1.4	-8.4	-5.3	-3.3	-4.7	6.8
47	CC(=O)Nc1cccc(NC(=S)Nc2cccc(Cl)c2C)c1	0.7	0.6	3.7	-0.1	-2.5	-7.6	1.1	1.7	1.6	-1.5
48	O=S(=O)(c1cc(C(F)(F)F)ccc1Cl)N1CCCCCC1	-2.8	4.1	0.6	-0.4	-2.3	6.3	0.7	3.3	-6.0	10.2
49	CC(C)c1ccc(C2CC(=O)c3cnc(N4CCc5ccccc5C4)nc3C2)cc1 (stereo not drawn)	-0.8	-0.9	8.1	0.2	-6.9	0.4	-1.0	-1.9	3.6	4.4
50	COCc1ccc(C(=O)N2CCCC(CCC(=O)NCc3ccccc3F)C2)o1 (stereo not drawn)	-1.1	-0.2	2.1	0.2	2.1	5.4	1.4	-0.3	0.0	-5.8
51	Cc1cccc(NC(=O)CSc2nc(NS(=O)(=O)c3ccccc3)cc(=O)[nH]2)c1	-0.9	-1.4	5.7	-0.2	7.2	7.1	-1.8	3.6	-8.9	3.3
52	CC(C)NC(=O)N1c2ccccc2Sc2ccccc21	1.8	6.1	6.8	0.5	1.4	0.6	-4.6	-1.1	-1.2	-6.8
